# Screens (PubChem BioAssay)
# GRK2 inh = compounds blocking aptamer binding on GRK2 – biochemical, human GRK2, bead flow cytometry, HTS, primary screen; Beta-adrenergic receptor kinase 1 (Homo sapiens), P25098; FAM-aptamer displacement from GRK2; inhibition of aptamer binding, % at 10 µM; actives 0.59% (n = 330,000); AID 488847, 2010;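 active means inhibition of aptamer binding above 40%, roughly 3 SD of noise, on plates passing a quality check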;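 further: median bead fluorescence of bound FAM aptamer so fluorescent compounds give negative values; no value below 0 was filed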
# Target sequence (P25098 whole entry, looked up): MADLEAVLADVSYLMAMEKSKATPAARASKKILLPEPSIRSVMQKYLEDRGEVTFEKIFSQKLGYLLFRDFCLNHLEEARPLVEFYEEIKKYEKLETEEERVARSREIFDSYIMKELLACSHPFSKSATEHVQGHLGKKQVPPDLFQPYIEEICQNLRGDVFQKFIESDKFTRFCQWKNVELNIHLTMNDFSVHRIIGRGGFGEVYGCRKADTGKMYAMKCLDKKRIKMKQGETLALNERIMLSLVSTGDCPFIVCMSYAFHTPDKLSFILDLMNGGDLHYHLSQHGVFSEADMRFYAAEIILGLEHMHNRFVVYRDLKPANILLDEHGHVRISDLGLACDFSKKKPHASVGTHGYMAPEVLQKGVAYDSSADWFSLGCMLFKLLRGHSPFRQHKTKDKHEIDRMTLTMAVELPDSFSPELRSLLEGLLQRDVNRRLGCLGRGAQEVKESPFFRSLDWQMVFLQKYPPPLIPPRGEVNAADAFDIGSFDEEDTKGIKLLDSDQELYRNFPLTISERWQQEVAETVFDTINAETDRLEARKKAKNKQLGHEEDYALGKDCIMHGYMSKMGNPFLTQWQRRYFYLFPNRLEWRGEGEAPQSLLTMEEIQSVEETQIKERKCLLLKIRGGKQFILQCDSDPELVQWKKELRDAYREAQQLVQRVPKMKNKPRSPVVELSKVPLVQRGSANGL
# MEX-5 binding = MEX-5 zinc finger RNA-binding disruptors – biochemical, C. elegans, fluorescence polarization, MLPCN library, primary screen; AID 1832, 2009; activity score (negative = inhibition of binding), % at 10 µM; MEX-5/FITC-TCR2 RNA binding; active compounds read low; actives 0.38% (n = 300,000); Zinc finger protein mex-5 (Caenorhabditis elegans), Q9XUB2;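 active means inhibition past about -25% in most replicates, and total fluorescence under double the plate's negative control median, limit read from the data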;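 further: 0% = DMSO and -100% = 5 µM competing unlabeled TCR2 RNA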
# CIT2 TOR yeast = modulators of CIT2-GFP expression in yeast, primary screen, S. cerevisiae, GFP fusion, multiplex flow cytometry, MLPCN library; S. cerevisiae CIT2-GFP strain, 3 h; 100 means same as DMSO wells; GFP response vs DMSO, % at 10 µM; actives 0.065% (n = 320,000); AID 2029, 2009;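 active means GFP response relative to DMSO above a set limit, near the screen mean plus 3 SD, cut at about 150% in these data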;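 further: ratio of well median GFP fluorescence to mean of DMSO wells on the plate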
# GLD-1 RNA inh = GLD-1/TGE RNA complex disruptors, primary screen, biochemical, fluorescence polarization; actives 0.44% (n = 320,000); Female germline-specific tumor suppressor gld-1 (Caenorhabditis elegans), Q17339; inhibition, % at 5.96 µM; purified GLD-1 + fluorescein TGE RNA; AID 2280, 2010;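 active means percent inhibition above a per-plate cutoff, the plate mean of test compounds plus 3 SD, cut at about 30% in these data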;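 further: 0% = DMSO wells with GLD-1 and probe and 100% = wells lacking GLD-1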
# MCL1 BIM primary = inhibitors of MCL1 binding to BIM-BH3, primary screen, biochemical, fluorescence polarization; Induced myeloid leukemia cell differentiation protein Mcl-1 (Homo sapiens), Q07820; GST-MCL1 / FITC-Bim-BH3 fluorescence polarization; inhibition, % at 10.9 µM; actives 0.68% (n = 320,000);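 active means inhibition above the mean inhibition of all tested compounds plus 3 SD, set per campaign, cut at about 40% in these data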;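 further: 0% = DMSO wells and 100% = unlabeled Bim-BH3 peptide control; higher means more loss of mP so more displacement of Bim peptide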
# Yeast superoxide = reduction of superoxide in aged yeast, primary screen, HTS; S. cerevisiae aged cells, superoxide DHE fluorescence; active compounds read low; superoxide response (% of plate mean), % at 10 µM; actives 0.18% (n = 330,000); AID 2690, 2010;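 active means superoxide response under a set limit, about three screen SD below normal, cut at about 65% in these data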;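 further: yeast aged for seven days with compound at 30 °C before DHE staining; 100% = average MFI of all compound-treated wells on the plate with controls excluded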
# VLA-4 inh = inhibition in human VLA-4 binding assay, primary screen, VLA-4 allosteric modulator project, MLPCN library, flow cytometry, VLA-4 expressing cells; Integrin alpha-4 (Homo sapiens), P13612; ligand binding flow cytometry; inhibition, % (about 7 µM as worked out from the volumes in the protocol); actives 0.2% (n = 330,000); in the data active means inhibition above about 50%
# BCLXL inh = inhibitors of human Bcl-xL, primary screen, biochemical, fluorescence polarization, HTS; Bcl-2-like protein 1 (Homo sapiens), Q07817; GST-Bcl-xL / FITC-Bim BH3 peptide fluorescence polarization; inhibition, % at 10.9 µM; actives 0.7% (n = 320,000); AID 2129, 2009;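 active means inhibition above the mean of all tested compounds plus 3 SD, cutoff set per campaign, cut at about 30% in these data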;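 further: 0% = DMSO wells and 100% = unlabeled Bim-BH3 peptide competitor; inhibitors lower millipolarization by displacing the labeled peptide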
# Target sequence (Q07817 whole entry, looked up): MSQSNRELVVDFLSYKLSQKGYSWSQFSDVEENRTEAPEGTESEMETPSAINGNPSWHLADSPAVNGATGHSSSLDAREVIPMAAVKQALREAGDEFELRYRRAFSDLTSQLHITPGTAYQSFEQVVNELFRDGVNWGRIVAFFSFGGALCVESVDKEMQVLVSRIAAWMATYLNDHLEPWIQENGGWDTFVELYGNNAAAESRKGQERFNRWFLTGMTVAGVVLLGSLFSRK
# AGP1 TOR yeast = modulators of AGP1-GFP expression in yeast TOR pathway, primary screen, cell-based, multiplex flow cytometry, S. cerevisiae, MLPCN library | 3 h; GFP as percent of DMSO wells | GFP response vs DMSO, % at 10 µM | actives 0.02% (n = 320,000);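 active means GFP response relative to DMSO above a set limit, near screen average plus 3 SD, cut at about 150% in these data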;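 further: median GFP channel fluorescence of the gated AGP1 strain per well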
# Active calls of the source: *; / = not tested or not shown.
SMILES,GRK2 inh,MEX-5 binding,CIT2 TOR yeast,GLD-1 RNA inh,MCL1 BIM primary,Yeast superoxide,VLA-4 inh,BCLXL inh,AGP1 TOR yeast
COC(=O)c1nnn(-c2nc(N(C)C)nc(N(C)C)n2)c1C,2,-1.8,115,5,0,104,-1,2,101
COc1ccc2c(-c3cc4ccc(OCc5ccc(F)cc5)cc4oc3=O)cc(=O)oc2c1,0,2.9,95,6,0,90,-19,1,91
O=C(CCl)N1N=C(c2ccco2)CC1c1ccco1 (centres undefined),11,-0.1,96,1,24,100,35,5,75
COCCNc1nc(C)cc(-c2cc(-c3ccc(Cl)cc3)on2)n1,1,-1.5,99,1,-1,99,-12,-2,107
Cn1c(C(=O)NCc2ccccn2)cc2c(=O)n(C)c3ccccc3c21,0,1.5,95,-8,9,113,-2,4,106
COc1ccc(-c2sc3ccc(OC)cc3c2C#Cc2cncn2C)cc1,0,/,95,2,/,107,10,/,80
O=S(=O)(Nc1cccc2nsnc12)c1ccccc1,5,-0.5,93,-6,-6,101,8,2,111
Nc1nnnn1/N=C/c1cccc(Br)c1,0,0.0,91,-1,4,105,1,2,94
N#Cc1ccc(C(=O)NC23CC4CC(CC(C4)C2)C3)cc1,3,1.0,91,3,-2,94,0,-4,94
CCCCNC(=O)c1cccc(S(=O)(=O)N2CC3(C)CC2CC(C)(C)C3)c1 (centres undefined),1,/,89,7,3,88,12,3,101
COCCNC(=S)Nc1cc(OC)c(NC(=O)c2ccco2)cc1OC,0,-0.1,95,-5,6,95,0,7,103
O=S(=O)(c1c(F)cccc1F)N1CCN(Cc2c(O)ccc3ccccc23)CC1,2,/,95,4,6,110,6,7,98
COc1ccc(S(=O)(=O)N2CCN(Cc3ccc4c(c3)OCO4)CC2)c2ccccc12,1,-0.6,96,2,5,113,7,2,101
Oc1c(C=Nc2ccccc2)sc(=S)n1Cc1ccccc1,3,-43*,/,-19,-36,95,-11,-25,104
Cc1ccc(-n2cc(-c3ccccc3)c3c(=O)[nH]cnc32)cc1,0,-0.2,127,-2,1,106,24,13,94
O=C(COc1ccc2c3c(c(=O)oc2c1)CCCC3)NCCN1CCOCC1,0,-0.4,106,0,-8,88,4,-2,104
C[C@H](CO)N1C[C@H](C)[C@@H](CN(C)Cc2ccc(C(=O)O)cc2)Oc2c(NC(=O)C3CC3)cccc2C1=O,0,/,86,0,/,103,9,/,95
CN(Cc1ccccc1)S(=O)(=O)c1ccc(NC(=S)NC(=O)C(C)(C)C)cc1,0,-1.0,100,4,8,78,-4,5,95
COc1ccc(NC(=O)CSc2nc(=O)n(CCN(C)C)c3c2CCCC3)cc1OC,2,0.1,93,2,2,109,2,1,106
CC1C(=O)C(C)C(c2ccco2)NC1c1ccco1 (centres undefined),0,-2.0,105,-2,-4,78,4,0,115
O=C(Nc1c(Cl)ccc2nsnc12)c1ccc([N+](=O)[O-])o1,1,-1.8,93,-5,1,112,2,7,99
CC(/C=N/n1c(-c2ccco2)n[nH]c1=S)=C\c1ccccc1,0,/,104,0,-14,106,-8,-24,95
Oc1ccc(-c2csc(-c3cccnc3)n2)cc1O,0,-5.7,100,5,40,97,9,25,99
CCOC(=O)c1sc(N(Cc2ccccc2)C(=O)COC(=O)c2cnccn2)nc1C,0,1.6,102,-1,-7,93,-3,-3,101
COc1cc(-c2nc(-c3ccc(NC(=O)c4ccc(Br)o4)cc3)no2)cc(OC)c1OC,82*,-0.1,88,-7,-19,69,24,-13,89
CC(C)(C)C1CCc2[nH]nc(C(=O)O)c2C1 (centres undefined),2,/,89,-8,2,97,-4,2,99
CCC(C)NC(=S)N(CCc1ccccc1)Cc1cc2cc(OC)c(OC)cc2[nH]c1=O (centres undefined),2,0.6,91,1,6,103,32,-4,92
O=C(O)c1ccc(S(=O)(=O)N(Cc2ccc(F)cc2)C2CCCCC2)cc1,0,-1.5,90,12,9,92,2,8,86
O=C1c2ccccc2NC(c2ccc(F)cc2)N1Cc1ccccc1 (centres undefined),0,0.1,99,6,-2,116,-23,5,101
Cc1c(Br)c([N+](=O)[O-])nn1C(C)C(=O)NCc1cccnc1 (centres undefined),0,1.5,105,0,0,116,4,6,101
Cc1c(C(=O)OC2CCCC2C)[nH]c2c1C(=O)CCC2 (centres undefined),3,0.7,101,4,2,93,-13,7,100
O=C(NNC(=O)c1cccc(C(F)(F)F)c1)c1ccc(-n2cnnn2)cc1,2,/,104,2,/,106,-5,/,96
COCCNC(=O)CSc1nc2ccccc2c(=O)n1CCCC(=O)NCc1ccccc1,3,-0.2,89,2,-2,99,8,1,98
CSc1nnc(C2CCCN2)n1C (centres undefined),0,0.2,104,0,8,107,-4,4,103
O=C(N/N=C/c1ccccn1)c1cc(-c2ccc3ccccc3c2)n[nH]1,1,-4.1,93,1,-11,96,-10,-11,89
O=C(CN1C(=O)COc2ccc(S(=O)(=O)N3CCOCC3)cc21)NCc1ccccn1,1,2.8,109,4,1,94,1,3,106
O=C1C(Cl)=C(NC2CCCCC2)C(=O)N1c1ccc(Cl)cc1,0,-4.7,93,4,4,109,/,6,104
Cc1occc1-c1nnc(SCC(=O)NC(=O)NC(C)C)n1N,0,0.4,91,1,5,101,3,6,94
COc1cc(OC)cc(C(=O)NC2CCSC2=O)c1 (centres undefined),1,2.7,98,-4,5,109,15,3,97
O=C(CC1CCCC1)Nc1cc(C(F)(F)F)ccc1-n1cncn1,0,/,99,-6,-9,124,-27,-2,105
COc1ccc(NC(=O)CCC(=O)OCc2ccc([N+](=O)[O-])cc2)cc1,0,2.3,101,-7,-6,85,2,-1,104
O=C(CC1SC2=NCCN2C1=O)Nc1ccc(Br)cc1 (centres undefined),8,-0.7,99,-8,4,125,17,6,104
CCN1CCN(Cc2nc3c(c(=O)n(C)c(=O)n3C)n2CC(=O)c2ccccc2)CC1,0,-2.9,86,0,-1,120,4,0,90
NC(=O)C1Cc2ccccc2CN1C(=O)c1cccc(Oc2ccccc2)c1 (centres undefined),1,1.7,106,4,1,99,10,5,100
CC(C)(O[C@@H]1O[C@H](CO)[C@@H](O)[C@H](O)[C@H]1O)[C@H]1Cc2cc3ccc(=O)oc3cc2O1,2,0.4,72,7,-4,98,11,-3,85
COc1cc(S(=O)(=O)N(Cc2ccccc2)Cc2ccccn2)ccc1-n1cnnn1,27,0.7,105,3,9,112,7,1,106
Cc1ccc(S(=O)(=O)n2cnc3cc([N+](=O)[O-])ccc32)c(C)c1C,0,-1.3,104,11,14,105,-4,9,110
O=C(CCS(=O)(=O)c1cccc2nonc12)Nc1cccc2c1CCCC2,0,1.9,100,-2,-7,96,-5,-1,103
COc1ccccc1C(=O)C1CCCN(C(=O)c2snnc2C)C1 (centres undefined),0,0.9,103,-6,6,84,12,5,100
CC#CC[N+](C)(C)CCCCCCCC,0,0.7,105,2,-8,96,-5,-2,104
COc1ccc(NC(=O)c2sccc2SCC#N)cc1,3,-0.6,100,4,6,105,2,8,105
CCN1C(=O)N[C@H](c2ccc(Br)cc2)C(C(C)=O)=C1C,3,0.4,90,2,3,105,-4,5,92
CC(=O)NCc1ccc(C(=O)CCl)s1,1,-1.8,119,3,0,106,18,-3,107
COC(=O)c1ccc(/C=C/C(=O)c2ccc(OC)cc2)cc1,0,-0.5,101,4,5,95,-3,0,102
CCCCC[C@H]1CN(CCCC)C(=O)[C@@H]1CC(=O)NCc1ccccc1,0,0.0,85,-6,-4,97,16,3,90
S=C(NCCCN1CCOCC1)Nc1ccc(N2CCOCC2)cc1,0,-2.9,85,1,8,91,14,5,94
COCCCNC(=O)CCc1nnc2ccc(N3CCC(C)CC3)nn12,2,-0.5,106,3,-3,93,10,3,109
O=C(C1CCN(S(=O)(=O)N2CCOCC2)CC1)N1CCc2ccccc21,1,-0.6,106,7,5,97,13,4,108
CCOC(=O)C1CCN(C(=O)N(CC)CC)CC1,2,-2.9,103,4,5,102,7,6,105
O=C(CSc1ccc(F)cc1)Nc1ccc(N2CCOCC2)cc1,0,2.4,102,1,-7,96,-23,6,106

# Nothing new here: an excerpt of the list.
SMILES,GRK2 inh,MEX-5 binding,CIT2 TOR yeast,GLD-1 RNA inh,MCL1 BIM primary,Yeast superoxide,VLA-4 inh,BCLXL inh,AGP1 TOR yeast
CCN1C(=O)N[C@H](c2ccc(Br)cc2)C(C(C)=O)=C1C,3,0.4,90,2,3,105,-4,5,92
CC(=O)NCc1ccc(C(=O)CCl)s1,1,-1.8,119,3,0,106,18,-3,107

# Sorted by molecular weight (largest number first): part of the list above
SMILES,GRK2 inh,MEX-5 binding,CIT2 TOR yeast,GLD-1 RNA inh,MCL1 BIM primary,Yeast superoxide,VLA-4 inh,BCLXL inh,AGP1 TOR yeast
CCN1CCN(Cc2nc3c(c(=O)n(C)c(=O)n3C)n2CC(=O)c2ccccc2)CC1,0,-2.9,86,0,-1,120,4,0,90
CC(C)(O[C@@H]1O[C@H](CO)[C@@H](O)[C@H](O)[C@H]1O)[C@H]1Cc2cc3ccc(=O)oc3cc2O1,2,0.4,72,7,-4,98,11,-3,85
O=C(CC1SC2=NCCN2C1=O)Nc1ccc(Br)cc1 (centres undefined),8,-0.7,99,-8,4,125,17,6,104
COc1ccc(NC(=O)c2sccc2SCC#N)cc1,3,-0.6,100,4,6,105,2,8,105

# Whole records as entered above.
# Cc1c(Br)c([N+](=O)[O-])nn1C(C)C(=O)NCc1cccnc1 (centres undefined) as listed: GRK2 inh = 0; MEX-5 binding = 1.5; CIT2 TOR yeast = 105; GLD-1 RNA inh = 0; MCL1 BIM primary = 0; Yeast superoxide = 116; VLA-4 inh = 4; BCLXL inh = 6; AGP1 TOR yeast = 101
# COc1ccc2c(-c3cc4ccc(OCc5ccc(F)cc5)cc4oc3=O)cc(=O)oc2c1 as listed: GRK2 inh = 0; MEX-5 binding = 2.9; CIT2 TOR yeast = 95; GLD-1 RNA inh = 6; MCL1 BIM primary = 0; Yeast superoxide = 90; VLA-4 inh = -19; BCLXL inh = 1; AGP1 TOR yeast = 91
